# Source: PubChem BioAssay (several laboratories)
# DAGLB inhibitor: blocks human DAGLB lipase activity. HEK293T DAGLB membrane lysate, EnzChek fluorogenic substrate. AID 504411. Q8NCG7. hit rate 0.059% among 340,000. inhibition, % at 5.17 µM; in the data active = inhibition above about 34%;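 also: 0% = enzyme with vehicle and 100% = wells lacking enzyme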
# DSG3 Ab inh: inhibitors of pemphigus antibody binding to human desmoglein-3; P32926; DSG3-coupled beads, scFv-anti-DSG3-GFP binding, flow cytometry; active compounds read low; binding (percent of control), % at 10 µM; hit rate 0.48% among 310,000; AID 588358;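 active = binding more than 3 SD below its plate's average and above zero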;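 also: hits lower antibody fragment binding to DSG3; some compounds called inactive have numbers as strong as hits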
# Target sequence (P32926 whole entry, looked up, the tested form may be a part): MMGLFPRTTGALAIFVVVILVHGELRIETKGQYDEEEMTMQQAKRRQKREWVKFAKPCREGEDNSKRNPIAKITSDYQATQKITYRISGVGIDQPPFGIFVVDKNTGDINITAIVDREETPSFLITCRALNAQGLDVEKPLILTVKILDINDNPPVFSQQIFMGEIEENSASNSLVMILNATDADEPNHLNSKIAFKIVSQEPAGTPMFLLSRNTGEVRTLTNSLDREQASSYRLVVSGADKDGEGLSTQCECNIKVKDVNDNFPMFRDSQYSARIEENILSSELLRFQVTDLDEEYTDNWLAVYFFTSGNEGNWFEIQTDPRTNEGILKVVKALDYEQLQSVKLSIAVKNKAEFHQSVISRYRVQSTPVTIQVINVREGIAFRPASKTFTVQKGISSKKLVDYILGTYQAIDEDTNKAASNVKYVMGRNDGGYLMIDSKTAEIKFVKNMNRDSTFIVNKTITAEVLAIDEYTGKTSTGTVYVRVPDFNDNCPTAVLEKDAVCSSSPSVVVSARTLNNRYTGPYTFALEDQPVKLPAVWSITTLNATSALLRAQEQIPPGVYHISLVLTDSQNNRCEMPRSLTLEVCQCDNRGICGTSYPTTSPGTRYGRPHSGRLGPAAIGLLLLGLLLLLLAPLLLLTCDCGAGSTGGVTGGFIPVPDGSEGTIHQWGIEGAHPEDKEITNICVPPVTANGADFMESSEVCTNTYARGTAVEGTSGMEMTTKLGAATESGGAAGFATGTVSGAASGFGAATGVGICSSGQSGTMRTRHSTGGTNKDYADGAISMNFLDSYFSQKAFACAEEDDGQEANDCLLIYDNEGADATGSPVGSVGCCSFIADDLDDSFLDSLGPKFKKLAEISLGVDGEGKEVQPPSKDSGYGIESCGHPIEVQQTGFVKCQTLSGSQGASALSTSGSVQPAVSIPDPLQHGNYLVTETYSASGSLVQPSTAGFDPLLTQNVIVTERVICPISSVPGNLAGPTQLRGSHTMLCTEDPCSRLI
# Arr AP2 block: human beta-arrestin and AP2 interaction inhibition; inhibition, % at 10 µM; AID 504490; hit rate 0.31% among 340,000; FITC-arrestin peptide / GST-AP2 beads, flow cytometry; AP2 beta2 appendage carries R879A mutation;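 active = inhibition above a set limit, near 3 SD of compounds lacking own fluorescence, cut at about 54% in these data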;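 also: plate controls were DMSO wells for no effect and 5 µM unlabelled arrestin peptide for full effect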
#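 system = GST-tagged AP2 beta2-adaptin appendage (R879A) on 4 µm glutathione beads | reagent = FITC-labelled arrestin peptide probe, 50 nM final | schedule = compound with beads 12 min RT, then probe 1 h RT | signal = HyperCyt-sampled flow cytometry, FL1 channel, ex 488/em 535 nm | read-out = percent response from loss of bead-bound FITC fluorescence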
# V-ATPase pH: yeast V-ATPase proton transport regulation by pHLuorin; response, % at 10 µM; AID 504577; hit rate 0.37% among 350,000; S. cerevisiae, pHLuorin cytosolic pH fluorescence; in the data active = response mostly above about 7.3%, no sharp cut-off; inactive = mostly below about 5.4%; also: actives read high; inactives centre near 0; some compounds called inactive have numbers as strong as hits
# RTF Ca sens inh: cardiac RTF calcium desensitization; P19429+P45379; IANBD-labeled cardiac RTF, Ca2+ fluorescence; inhibition, % at 7.15 µM; hit rate 0.12% among 340,000; AID 493244;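 active = inhibition above the mean inhibition of all tested compounds plus 3 SD, cut at about 17% in these data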;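 also: assay run at fixed EC70 calcium of 1.6 mM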
# CAL PDZ FP-1: CAL PDZ (human) peptide binding inhibition; AID 602252; Q9HD26; inhibition, % at 24.9 µM; purified CAL PDZ, TMR-peptide fluorescence polarization, 1 h; hit rate 0.92% among 300,000;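 active = mean inhibition of at least 30% with at least half of replicates also reaching 30%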;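 also: 0% = DMSO neutral control and 100% = excess unlabeled competitor peptide PRC23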
# CAL PDZ FP-2: inhibitors of human CAL PDZ peptide binding; Q9HD26; purified CAL PDZ, TMR-peptide fluorescence polarization, 1 h; inhibition, % at 20 µM; hit rate 0.02% among 330,000; AID 504414;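 active = highest replicate inhibition of at least 40%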;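 also: plate controls were DMSO neutral control wells for no effect and unlabeled competitor peptide control wells for full effect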
#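 Test system: purified CerCALP PDZ construct; Compound dosing: one concentration, 20 µM compound; Also added: TMR-labelled reporter peptide T*-PRC34 bound in PDZ groove; Read-out: inhibition from polarization loss; Controls: unlabelled peptide and DMSO controls; Signal: FP readout, S and P plane fluorescence; Incubation: 1 h at RT.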
# Keap1-Nrf2 PPI: disrupts human Keap1 binding to Nrf2 peptide | AID 504523 | inhibition, % at 9.4 µM | Keap1 Kelch-Nrf2 peptide fluorescence polarization, 1536-well | hit rate 0.15% among 340,000; in the data active = inhibition above about 12%;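 also: human Keap1 Kelch domain with fluorescein labeled Nrf2 9mer peptide probe; 0% = neutral control wells and 100% = peptide positive control; higher means more block of Keap1 binding to Nrf2 peptide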
# NSD2 inh: blocks human histone methyltransferase NSD2; O96028; inhibition, % at 12.5 µM; hit rate 0.54% among 310,000; AID 743445; NSD2 peptide methylation, AlphaScreen, 120 min; in the data active = inhibition above about 50%
# C-LANA FP: KSHV C-LANA DNA binding inhibition; MBP-C-LANA/FAM-LBS DNA binding, fluorescence polarization; inhibition, % at 9 µM; hit rate 0.078% among 340,000;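 active = highest replicate inhibition at or above 60% at 9 µM, even if other replicates fall short; inactive = all replicates below 60% inhibition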;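 also: 0% = neutral control wells and 100% = 4 µM acridine orange control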
# The depositor's hits bear a star; / = not tested or not shown. The list is partial; the hit share may differ from the screen's.
SMILES,DAGLB inhibitor,DSG3 Ab inh,Arr AP2 block,V-ATPase pH,RTF Ca sens inh,CAL PDZ FP-1,CAL PDZ FP-2,Keap1-Nrf2 PPI,NSD2 inh,C-LANA FP
O=C(C1CCN(S(=O)(=O)N2CCCC2)CC1)N1CCCCC1,3,96,6,0,1,-1,-0.8,3,0,-1.2
O=C(N/N=C/c1ccncc1)c1cc([N+](=O)[O-])cc([N+](=O)[O-])c1O,13,105,29,0,-5,-2,/,-3,/,1.6
Cc1cccc(C)c1-n1nnnc1SCC(=O)N1CCNC1=O,4,90,-1,0,-7,/,-0.5,0,0,0.6
NS(=O)(=O)c1cccc(NC(=O)c2cccc(N3C(=O)c4ccccc4C3=O)c2)c1,-1,108,3,3,-7,-2,-1.8,-5,-5,0.8
CC(C)(C)NC(=O)CN1CCCN(C(=O)c2cccc(S(=O)(=O)N3CCc4ccccc43)c2)CC1,0,/,-7,4,5,-1,-0.9,-8,2,1.6
O=C(CN1CCN(Cc2ccccc2)CC1)N1CCCc2ccccc21,0,92,12,-3,-4,-1,-0.5,-4,-3,-1.0
Cc1cc(C)c(C)c(C(=O)C(=O)c2ccccc2)c1,-2,94,-6,-1,-1,-5,0.9,1,0,-0.9
O=C(N/N=C/c1ccccc1)c1ccc(OCc2ccccc2)cc1,-5,92,25,/,-1,-3,-2.2,1,-1,-0.9
CCCN=C1N/C(=C\c2ccco2)C(=O)N1c1ccccc1,1,104,7,2,-3,-7,/,-5,/,-2.6
COc1cccc(C(=O)Nc2ccc(S(=O)(=O)Nc3nccc(C)n3)cc2)c1,1,/,16,-4,1,-2,0.4,-2,-2,1.5
CCN1CCN(C(=O)c2ccc(Sc3ccccc3Cl)c([N+](=O)[O-])c2)CC1,1,95,0,-3,4,-4,-0.4,-3,15,-0.7
CCOc1cc(Cl)c(NC(C)=O)cc1OCC,-1,114,2,-1,3,-12,-1.1,-2,0,-2.7
Cc1cccc(-c2nc3ccccc3c(=O)n2NC(=O)c2cccnc2Cl)c1,2,101,16,1,-1,0,-0.7,1,-4,0.7
COCCOC(=O)c1[nH]c2c(c1C)C(=O)CC(c1ccc(F)cc1)C2 (configuration not stated),-1,108,0,-2,-10,-2,-0.9,-4,/,1.5
Cc1ccc(-c2nc3ccc(C(=O)O)cc3nc2-c2ccc(C)cc2)cc1,1,99,31,-2,7,-5,-2.6,4,-1,-0.3
COc1cc2c(cc1OC)C(C(=O)NCCN1CCOCC1)C1c3ccccc3CCN1C2=O (configuration not stated),1,99,-4,0,2,1,-2.0,-2,-10,-2.4
Cc1cc(S(=O)(=O)N2CCCCC2)c(C)s1,0,/,-9,5,-4,-6,0.0,-8,-6,0.7
CCc1c(C)c2cc(Cl)c(O)c(CN3CCCC3)c2oc1=O,2,104,14,8,-6,-4,/,-4,-3,-1.8
CCOC(=O)c1sc(NC(=O)c2ccc(CC)s2)nc1C,-1,98,13,-6,-7,/,0.4,4,1,0.7
Cc1ccc(N(CC(=O)NCCc2ccccc2)S(=O)(=O)c2c(C)noc2C)cc1,-4,107,9,-4,-3,0,-2.6,3,-1,0.2

# Complete entries from above:
# Profile of CCCN=C1N/C(=C\c2ccco2)C(=O)N1c1ccccc1 = DAGLB inhibitor: 1; DSG3 Ab inh: 104; Arr AP2 block: 7; V-ATPase pH: 2; RTF Ca sens inh: -3; CAL PDZ FP-1: -7; CAL PDZ FP-2: /; Keap1-Nrf2 PPI: -5; NSD2 inh: /; C-LANA FP: -2.6
# Profile of O=C(CN1CCN(Cc2ccccc2)CC1)N1CCCc2ccccc21 = DAGLB inhibitor: 0; DSG3 Ab inh: 92; Arr AP2 block: 12; V-ATPase pH: -3; RTF Ca sens inh: -4; CAL PDZ FP-1: -1; CAL PDZ FP-2: -0.5; Keap1-Nrf2 PPI: -4; NSD2 inh: -3; C-LANA FP: -1.0

# Remaining list, next part
SMILES,DAGLB inhibitor,DSG3 Ab inh,Arr AP2 block,V-ATPase pH,RTF Ca sens inh,CAL PDZ FP-1,CAL PDZ FP-2,Keap1-Nrf2 PPI,NSD2 inh,C-LANA FP
OC1(c2cccnc2)CCN(Cc2nnnn2Cc2ccccc2)CC1,0,104,3,3,3,-10,-1.8,1,/,-1.1
O=C(NCCCl)C1Cc2c(ccc3ccccc23)O1 (configuration not stated),0,103,-15,0,-4,/,-1.3,-3,-1,0.0
Cc1c(C(C)C[C@H](C)O)oc(=O)c2c1Oc1c(C)c(C(C)C[C@H](C)O)oc(=O)c1C2 (some centres not stated),0,105,2,-2,2,16,-0.6,-2,/,-0.9
COC(=O)c1cc(S(=O)(=O)N2CCN(c3ccc(C(C)=O)cc3)CC2)c[nH]1,-8,96,20,0,5,-4,-1.5,-1,-2,-1.7
Cc1ccc2nc(-c3ccc(SCC(=O)Nc4cc(C)on4)nc3)[nH]c2c1,-1,101,9,1,-12,/,-3.7,-1,-1,-0.1
c1ccc2c(c1)-c1nc3ccccc3cc1C2N1CCCCC1 (configuration not stated),-11,104,/,0,/,/,/,/,2,/
Cc1cc(C)n(CC(=O)NNC(=O)COc2ccc(F)cc2Br)n1,1,/,29,0,0,-5,-1.0,4,-2,-0.4
O=C(C1=C[C@@H](c2ccc(C(F)(F)F)cc2)C[C@@H](OCc2ccc(CO)cc2)O1)N1CCN(Cc2ccccc2)CC1,-6,103,7,0,-13,-3,-0.5,-1,/,0.0
COC(=O)C(NC(=O)CN1C(=O)c2ccccc2C1=O)c1ccc(O)c(OC)c1 (configuration not stated),-1,89,10,-3,-1,11,/,0,-1,6.6
CCOc1cc(C(=O)OC(C)C(=O)Nc2ccc(S(N)(=O)=O)cc2)ccc1OCC(=O)N1CCOCC1 (configuration not stated),0,111,-15,0,0,-1,-3.3,-1,-1,0.4
CCC1=NN2C(=N)/C(=C/c3ccc(OS(=O)(=O)c4ccccc4)c(OC)c3)C(=O)N=C2S1,3,100,13,-3,-15,-5,-1.7,0,14,-0.9
O=C(NNC(=O)C1CC=CCC1)c1ccccc1O (configuration not stated),4,114,4,0,-4,0,-1.5,-3,-1,-0.9
CC(C)CNC(=O)C1CCN(c2ccc(S(=O)(=O)N3CCOCC3)cc2)CC1,-2,97,-9,8,-2,4,/,-7,7,-2.0
CCN(CC)S(=O)(=O)c1cc(NC(=O)[C@@H](NC(N)=O)C(C)C)ccc1C,-2,114,26,-2,-6,3,-0.3,-4,-2,1.2
Cn1ccnc1C(=O)c1cc(SCC(=O)NC2CC2)nc2ccccc12,0,96,11,-1,-6,1,0.1,1,-3,0.7
COC(=O)C1(CCSC)NC(c2ccccc2F)C2C(=O)N(c3ccc4c(c3)OCCO4)C(=O)C21 (configuration not stated),-3,/,9,-5,2,-5,-1.0,-6,-2,-0.1
Cc1ccc(/S(C)=N/S(=O)(=O)c2ccc(C)cc2)cc1 (configuration not stated),1,109,4,-4,-2,0,1.2,4,/,1.0
O=C(NCCSCc1ccco1)c1ccc(CN2CCOCC2)cc1,1,99,-11,-2,-6,0,-3.8,-1,-1,1.6
C=CCc1ccccc1OCC(O)CN(CC)CC (configuration not stated),-1,107,9,2,0,-2,-1.1,-2,14,-1.8
Cc1cc(=O)oc(C)c1C(=O)Nc1cccnc1Cl,0,96,14,-6,4,0,1.1,-1,0,-0.5

# 3 entries already listed, ordered by the value under DAGLB inhibitor, descending.
structure,DAGLB inhibitor
CCC1=NN2C(=N)/C(=C/c3ccc(OS(=O)(=O)c4ccccc4)c(OC)c3)C(=O)N=C2S1,3
Cc1c(C(C)C[C@H](C)O)oc(=O)c2c1Oc1c(C)c(C(C)C[C@H](C)O)oc(=O)c1C2 (some centres not stated),0
O=C(C1=C[C@@H](c2ccc(C(F)(F)F)cc2)C[C@@H](OCc2ccc(CO)cc2)O1)N1CCN(Cc2ccccc2)CC1,-6

# Going on with the list.
SMILES,DAGLB inhibitor,DSG3 Ab inh,Arr AP2 block,V-ATPase pH,RTF Ca sens inh,CAL PDZ FP-1,CAL PDZ FP-2,Keap1-Nrf2 PPI,NSD2 inh,C-LANA FP
CC(=O)Nc1ccc(S(=O)(=O)NCc2cccnc2)cc1,0,95,-4,2,-10,/,0.0,-1,-2,-1.9
COc1ccc(/C=C/C(=O)O)cc1S(=O)(=O)N1CCC(Cc2ccccc2)CC1,0,95,2,0,-2,-1,-2.2,-1,-61,-1.6
COc1ccc(OCCCC(=O)Nc2nnc(C3CCCO3)s2)cc1 (configuration not stated),0,103,-9,-4,-1,-1,-0.3,2,-2,0.9
COC(=O)CN1C(=S)N(C)C(=O)/C1=C/c1cccs1,3,100,-3,-2,-27,-3,-3.0,-4,/,-1.0
COCCNC(=O)COc1coc(CN2CCN(Cc3ccccc3)CC2)cc1=O,3,109,-13,-1,6,0,-1.8,-2,-2,-0.8
CCNc1nc(-c2ccc(Cl)cc2)cs1,-2,107,3,-2,10,1,-0.2,-2,3,-0.3
CCN(CC)C(=O)c1[nH]cnc1C(=O)N[C@@H](CCCCNC(=O)OC(C)(C)C)C(=O)OC(C)(C)C,-5,104,37,4,-12,-1,-0.5,2,/,-7.4
CC[C@@]1(C(=O)OC)N[C@H](CN(C)C(=O)NC(C)C)[C@@H]2C(=O)N(Cc3ccccc3)C(=O)[C@@H]21,-3,94,-4,0,-9,-3,-0.3,0,/,-0.8
Cn1c(SCC(=O)Nc2ccc3c(c2)oc2ccccc23)nnc1-c1ccccc1,-5,101,-3,-1,6,0,-2.0,-7,-1,1.4
COc1ccc2oc(-c3ccc(C)c(NC(=O)c4ccc(N5CCOCC5)c([N+](=O)[O-])c4)c3)nc2c1,2,99,25,-2,-4,/,-1.3,1,0,0.0
O=C(N/N=C/c1ccoc1)c1ccc(Cl)cc1Cl,3,/,31,2,-14,-4,-1.4,1,0,0.6
CCCCc1cn(C[C@H]2CC[C@@H]([C@@H]3CC[C@H](Cn4cc(CCCC)nn4)O3)O2)nn1,-2,103,-4,0,-2,11,0.0,-3,/,0.9
CC(OC(=O)Cn1c(C(F)(F)F)nc2ccccc21)C(=O)N1CCCc2ccccc21 (configuration not stated),-1,102,-9,/,5,-1,0.0,-2,0,1.0
Cc1ccc(CCC(=O)Nc2nccs2)o1,5,98,-2,-1,-4,-2,-1.7,-2,-1,-0.1
